GPR151 ag: activators of human GPR151, primary screen, cell-based, PathHunter beta-arrestin, luminescence; PathHunter beta-arrestin GPR151 cells; G-protein coupled receptor 151 (Homo sapiens), Q8TDV0; actives 1% (n = 650,000); activation, % at 11.2 µM; in the data active means activation above about 4.9%;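 further: 0% = median of compound wells and 100% = cells with positive control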
Target sequence (Q8TDV0 whole entry, looked up): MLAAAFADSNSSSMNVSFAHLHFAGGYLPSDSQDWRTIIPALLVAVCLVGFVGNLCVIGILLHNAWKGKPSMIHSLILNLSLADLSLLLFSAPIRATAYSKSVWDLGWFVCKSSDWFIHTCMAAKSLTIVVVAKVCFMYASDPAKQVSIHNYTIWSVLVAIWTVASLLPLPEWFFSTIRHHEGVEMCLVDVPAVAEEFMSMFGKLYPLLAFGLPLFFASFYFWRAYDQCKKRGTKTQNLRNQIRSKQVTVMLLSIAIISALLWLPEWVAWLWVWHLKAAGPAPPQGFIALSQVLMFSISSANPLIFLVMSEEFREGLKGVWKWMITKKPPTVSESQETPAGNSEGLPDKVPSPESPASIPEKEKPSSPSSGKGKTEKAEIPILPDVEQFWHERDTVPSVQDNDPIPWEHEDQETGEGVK
MITF inh: MITF inhibitors, primary screen, biochemical, AlphaScreen, human. Microphthalmia-associated transcription factor (Homo sapiens), O75030. inhibition, % at 2.6 µM. actives 0.91% (n = 650,000). AlphaScreen MITF homodimerization, bead proximity signal. AID 1259374, 2018; in the data active means inhibition above about 50%;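 further: 0% = vehicle wells with protein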
Target sequence (O75030 whole entry, looked up): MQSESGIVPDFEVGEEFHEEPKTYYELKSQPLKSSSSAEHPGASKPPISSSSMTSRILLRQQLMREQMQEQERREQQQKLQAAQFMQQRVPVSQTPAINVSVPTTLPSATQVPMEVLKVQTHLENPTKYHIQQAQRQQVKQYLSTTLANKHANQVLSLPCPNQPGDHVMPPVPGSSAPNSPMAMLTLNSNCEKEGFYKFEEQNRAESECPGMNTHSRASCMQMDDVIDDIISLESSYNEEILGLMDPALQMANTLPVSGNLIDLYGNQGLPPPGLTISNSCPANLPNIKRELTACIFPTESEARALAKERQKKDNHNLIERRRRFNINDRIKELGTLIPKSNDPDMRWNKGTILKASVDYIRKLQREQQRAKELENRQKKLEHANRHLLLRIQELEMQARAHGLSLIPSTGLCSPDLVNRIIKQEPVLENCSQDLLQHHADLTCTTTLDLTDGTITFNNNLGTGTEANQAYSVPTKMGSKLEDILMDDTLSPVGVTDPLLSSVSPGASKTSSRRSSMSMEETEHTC
TEAD-YAP block: TEAD-YAP interaction inhibition, primary screen, TEAD-YAP interaction inhibitor project, luminescence, HEK-TIYL cells | TEAD-Gal4/YAP UAS-luciferase luminescence | actives 1.4% (n = 640,000) | AID 1259422, 2018 | inhibition, % at 9.12 µM; in the data active means inhibition above about 32%;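 further: 0% = median of test compound wells and 100% = reference inhibitor wells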
FBW7 activator: FBW7 E3 ligase activators, primary screen, biochemical, AlphaScreen, human. actives 0.13% (n = 650,000). AlphaScreen FBW7–phospho-cyclin E peptide binding, activator screen. F-box/WD repeat-containing protein 7 (Homo sapiens), Q969H0. normalized activity (activation), % at 26.1 µM; in the data active means normalized activity above about 1.9%;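 further: purified mutant Fbw7 with reduced substrate affinity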
* hit, by the source's call; · = not tested or not shown; & = joins results of further samples.

SMILES	GPR151 ag	MITF inh	TEAD-YAP block	FBW7 activator
O=c1[nH]c(=S)[nH]c2c1cnn2-c1ccccc1	-1.2	1	0	0.0
C/C=C/Cn1c(NCC)nc2c1c(=O)[nH]c(=O)n2C	0.6	5	-5	-0.1
COC(=O)c1c(NC(=O)COc2ccc(C(C)C)cc2)sc2c1CCC(C)C2 (configuration not stated)	0.1	3	5	0.2
CC(C)(C)NC(=O)CSc1nnc(-c2cccnc2)n1-c1ccc(F)cc1	0.7	-1	-12	0.1
CC1SC(C)C(=O)N(CC(=O)Nc2cccc(F)c2)C1=O (configuration not stated)	-1.0	4	5	0.2
O=C(NCCCN1CCOCC1)c1ccc(Sc2cccc(Cl)c2)c([N+](=O)[O-])c1	1.8	-3	-3	-0.3
Nc1ccc2cc3c(nc2n1)CCN(CCCc1ccccc1)C3	0.2	-2	-5	0.0
S=C(Nc1ccccc1Cl)N(CCCN1CCCC1)Cc1ccco1	-0.1	-6	-4	-0.5
COC(=O)COc1ccc(/C=N/NC(=O)CN2CCCCC2)cc1	-0.2	3	1	0.1
CC(C)N(CCNC(=O)c1cnc(NCCN2CCOCC2)s1)C(C)C	2.9	0	6	0.0
O=C(O)CC1(CC(=O)N2CCN(c3ccccc3)CC2)CCCCC1	0.2	0	-5	-0.1
CCOC(=O)c1nnn(CC(=O)NC(=O)Nc2ccc(F)cc2)c1C(=O)OCC	-0.1	17	8	0.4
CCCCOC(=O)c1ccc(NC(=O)C2COc3ccccc3O2)cc1 (configuration not stated)	1.0	-4	1	0.0
Cc1ccc(C(=O)NCCN2CCOCC2)c(N2CCOCC2)n1	0.1	-3	-1	-0.1
COc1ccc(C(=O)Nc2cc(C)nn2-c2nc3ccc(F)cc3s2)cc1	-0.9	-7	-11	-0.1
Cc1cccc(N2CC/C(=N\C(=S)NC(=O)c3ccccc3)N2)c1	-1.2	18	17	0.6
CCOc1ccccc1C(=O)Nc1cc(Cl)ccc1C	-0.7	1	11	0.3
Cc1cc(C(=O)COc2ccccn2)c(C)n1-c1ccccc1	-0.9	1	-25	0.1
Cc1cc(=O)oc(C)c1C(=O)OCc1c(F)cccc1Cl	-0.5	1	12	0.1
Cc1ccc2c(c1)-c1c(cnn1CC(=O)Nc1ccccc1C(N)=O)CO2	-0.4	-3	-17	-0.2
Cc1cccc(/C(N)=N/OC(=O)c2ccc([N+](=O)[O-])cc2)c1	0.4	3	-13	-0.1
Cc1ccc(S/C(=C(\C(=O)N2CCCC2)[N+](=O)[O-])C(Cl)Cl)cc1	-0.1	-2	15	0.0
O=C(O[C@@H]1Cc2c(O)cc(O)cc2O[C@@H]1c1ccc(O)c(O)c1)c1cc(O)c(O)c(O)c1	-0.3	83*	0	0.4
O=C1OC(c2ccc(Cl)cc2)=N/C1=C/c1ccccc1[N+](=O)[O-]	-0.9	15	4	-0.1
CCOC(=O)c1cc(C)sc1NC(=O)c1ccc(C)cc1	0.4	-7	-4	-0.1
(list continues)
SMILES	GPR151 ag	MITF inh	TEAD-YAP block	FBW7 activator
Cc1cc2c(cc1S(=O)(=O)C(C)CC(=O)N(C)Cc1ccccc1)OCC(=O)N2 (configuration not stated)	-0.5	-3	0	0.2
CCOc1ccc2nc3c(nc2c1)-c1ccccc1C3=O	-2.4	16	-44	0.8
Nc1ccc(C(=O)CC2(O)C(=O)N(Cc3ccccc3)c3ccccc32)cc1 (configuration not stated)	0.1	4	3	0.0
C/C(=N\Nc1ccc(S(N)(=O)=O)cc1[N+](=O)[O-])c1ccccc1	1.5	12	-10	0.0
Cc1occc1C(=O)Nc1cccc(C(=O)O)c1	-9.3	2	-46	0.0
COc1cc(C2C(=O)N(C3CCCCC3)CC(=O)N2Cc2ccccc2)ccc1O (configuration not stated)	0.5	-6	-4	0.1
Cc1cc(NC(=O)CCC2CCCC2)n(-c2ncnc3c2cnn3-c2cccc(Cl)c2)n1	1.9	0	1	-0.1
COc1ccc(CCNC(=O)c2ccnc(-c3ccc(C(N)=O)cc3)c2)cc1	-0.7	-6	2	-0.2
COc1ccc(C2=Nc3ccccc3N=C(c3ccccc3)C2)c(O)c1	-0.5	9	-10	0.2
CCc1nnc(NC(=O)CSc2n[nH]c(C)n2)s1	-0.5	1	-8	0.0
Cn1c(=O)c2c(SCC(=O)N3CCCCCC3)nc(-c3ccco3)nc2n(C)c1=O	-0.1	-9	-10	-0.1
O=C1NC(=O)/C(=C\c2cc(Br)cc(Br)c2O)S1	1.6	15	0	0.4
CCOC(=O)CSc1nc2c(c(=O)n1-c1cccc(C)c1)C1(CCCCC1)Cc1ccccc1-2	1.7	6	-3	0.7
O=C(Nc1ccc(-c2nc3ccccc3o2)cc1)C1CCN(C(=O)C2CCCC2)CC1	-0.8	52*	-11	0.0
Cc1nc(N2C(=O)c3oc4ccccc4c(=O)c3C2c2ccccc2F)sc1C (configuration not stated)	-0.5	13	-13	0.1
CC(=O)N1CCc2cc(S(=O)(=O)Nc3cccc([N+](=O)[O-])c3)ccc21	2.5	14	5	0.1
COC(=O)C1=C(C(=O)c2ccc(F)cc2)C(c2ccccc2)N=C2NN=NC21 (configuration not stated)	-0.7	-8	-4	-0.2
Cn1cnnc1SCC(=O)c1ccc2c(c1)CCCC2	-1.9	0	-52	-0.1
CC1(C(=O)CSc2nc3ccccc3[nH]2)CCC(=O)O1 (configuration not stated)	-0.4	8	-10	0.7
CCCSC1=C(C#N)C2(CCCC2)C(C#N)=C(N)N1	0.2	-4	9	-0.1
O=C(NCC1CCCN(C(=O)CN2CCCCC2=O)C1)c1ccc(F)cc1 (configuration not stated)	1.1	6	-17	-0.1
CCNS(=O)(=O)c1ccc(Sc2ccc(S(=O)(=O)NCC)cc2)cc1	2.7	-24	30	0.6
CC(=O)c1cccc(NC(=O)NCc2nc(-c3cccnc3)n[nH]2)c1	0.2	0	-5	-0.1
Nc1cccc(-c2cn3c(NC(=O)c4ccccc4)cnc3cn2)c1	-0.5	12	-15	-0.1
Cc1ccc(NC(=O)c2cnc(SCc3ccccn3)n(C)c2=O)cc1	-2.0	2	-37	0.2
Next records
SMILES	GPR151 ag	MITF inh	TEAD-YAP block	FBW7 activator
Cc1ccc(C(=O)NNC(=S)NC(=O)C(C)(C)C)cc1Br	-0.5	-14	-16	-0.3
CC(C)(C)C(=O)Nc1ccc(C(=O)Nc2ccccc2[N+](=O)[O-])cc1	-1.1	11	-51	-0.1
CC(=O)Nc1ccc(Oc2nc(C)nc3sc4c(c23)CCC4)cc1	0.3	-10	-7	0.1
OC(c1cccnc1)c1ccc2c(c1)CN(Cc1nc3ccccc3s1)CCO2 (configuration not stated)	-0.8	9	-8	0.1
CN(C)c1nc2ccc(OC(=O)CN3C(=O)c4ccccc4C3=O)cc2s1	1.1	3	-4	0.2
CCOC(=O)C1=C(C)C2C3C(=O)N(c4ccccc4Cl)C(=O)C3C1(C)C1C(=O)N(c3ccccc3Cl)C(=O)C21 (configuration not stated)	-0.9	6	9	0.5
NC(=O)c1nc(-c2ccncc2)nc2c1[nH]c(=O)n2C1CCCCC1	-0.3	9	6	-0.1
Cc1cccc(-c2nc3cc(NC(=O)c4ccc(OCC(C)C)cc4)ccc3o2)c1	0.8	13	1	-0.1
O=C1NC2(CCN(C(=O)C3CCCO3)CC2)Oc2ccccc21 (configuration not stated)	-1.2	16	3	1.0
COCc1cc(CN2CCN3C(=O)[C@H](C)N(C)C(=O)[C@H]3C2)ccc1OC	0.7	2	8	0.1
O=C(CNC1CC1)Nc1c(Cl)cccc1Cl	2.2	32	1	0.0
CN(c1ccccc1C(=O)Nc1ccc(OCc2ccccc2)cc1)S(C)(=O)=O	-0.7	-14	-7	0.2
O=C(COc1c(F)cc(Br)cc1F)N/N=C/c1ccco1	3.5	9	7	0.0
Cc1c(Cl)cccc1NC(=O)CCN1CCN(C/C=C/c2ccccc2)CC1	1.0	6	10	-0.2
OC(CSc1ncnc2nc[nH]c12)C(F)(F)F (configuration not stated)	-0.7	4	0	0.2
O=C(Cc1cc(=O)[nH][nH]1)N/N=C/c1ccccc1Cl	0.5	9	7	0.1
COCCNC(=S)Nc1ccccc1CO	0.0	5	4	-0.1
O=C(Cc1cccs1)NC(C(=O)Nc1ccc2c(c1)OCCO2)c1ccccc1 (configuration not stated)	-1.6	-1	-3	-0.1
Cc1ccccc1/[N+]([O-])=C/c1ccc(N(C)C)cc1	1.4	17	-6	0.8
O=C(CCCN1CCN(c2ccccn2)CC1)c1ccc(F)cc1	-0.8&-1.3	10&-25	-16	-0.1&0.1
CC1CN(C(=O)CSc2nnc3ccccn23)CC(C)O1 (configuration not stated)	-1.1	7	10	-0.2
COc1cc2c(cc1NC(=O)CSc1nc3ccc([N+](=O)[O-])cc3[nH]1)oc1ccccc12	1.2	-4	0	-0.1
Cc1ccccc1NC(=O)CCN(C)Cc1ccccc1	1.5	5	2	0.1
CC(C)CNC(=O)C(=O)Nc1ccc(N(C)C)cc1	-0.6	1	-29	0.2
NC(=O)C1=CC2([N+](=O)[O-])CN(CC(=O)O)CC([N+](=O)[O-])(C1)C2 (configuration not stated)	-1.5	3	8	0.4

Laid out differently: entries from further up.
Results follow in this order: GPR151 ag	MITF inh	TEAD-YAP block	FBW7 activator
- Cn1c(=O)c2c(SCC(=O)N3CCCCCC3)nc(-c3ccco3)nc2n(C)c1=O
    -0.1	-9	-10	-0.1
- COCCNC(=S)Nc1ccccc1CO
    0.0	5	4	-0.1
- Nc1cccc(-c2cn3c(NC(=O)c4ccccc4)cnc3cn2)c1
    -0.5	12	-15	-0.1

Later entries
SMILES	GPR151 ag	MITF inh	TEAD-YAP block	FBW7 activator
O=C(c1ccc(Cl)cc1)N1CCC(c2nc3ccccc3[nH]2)CC1	4.6	9	5	0.3
COC(=O)c1ccccc1NC(=O)c1oc(=O)c2ccccc2c1-c1ccc(C)cc1	-1.7	4	-5	-0.1
O=C(Nc1ncc(Cc2cccc(Cl)c2Cl)s1)C1CC1	0.1	14	13	-0.2
Cc1cc(C)n(S(=O)(=O)c2cccc3cccnc23)n1	0.3	2	7	0.0
CCNC(=O)CN(c1cccc(Cl)c1C)S(=O)(=O)c1ccccc1	0.7	-5	4	0.0
CCOc1ccc(/C(O)=C2/C(=O)C(=O)N(Cc3cccnc3)C2c2cccc(Oc3ccccc3)c2)cc1 (configuration not stated)	0.5	14	16	0.0
CCOc1ccc(C2CC(c3ccc(CC)cc3)Nc3nnnn32)cc1OC (configuration not stated)	0.4	1	14	0.3
c1ccc(CNc2ncnc3nc[nH]c23)cc1	-1.2	15	·	0.0
Cn1cccc1CC(=O)NNC(=S)NC1CCCCC1	-1.1	15	-1	-0.3
Cc1ccc(S(=O)(=O)N2CCCC2)cc1C(N)=O	-0.1	-3	-3	-0.1
COC(=O)Cc1c(C)nc2nc(NCc3ccc(Cl)cc3)[nH]n2c1=O	-0.1	7	10	-0.1
O=C1CC(c2ccc(Cl)cc2Cl)c2c(ccc3ccccc23)N1 (configuration not stated)	-0.6	9	9	0.0
CCc1ccccc1NC(=O)Cn1ncc2c1-c1ccccc1OC2	0.3	5	-4	-0.2
COc1cccc(C(=O)Nc2ccc(Cl)c([N+](=O)[O-])c2)c1	-1.5	-5	-21	-0.1
Cc1cc(C)cc(OCC(=O)OCC(=O)Nc2ccc(S(=O)(=O)N3CCCC3)cc2)c1	-1.9	8	12	0.7
O=C(CSc1nnc(-c2ccc(Cl)cc2)o1)Nc1ccc(F)cc1	0.1	-27	-38	0.1
O=C(CN1CCN(Cc2ccccc2Cl)C1=O)NCCCN1CCOCC1	-0.3	-7	2	0.2
CCCCCCCn1c(NCCCO)nc2ccccc21	-0.4	-4	1	0.0
C=CCNC(=O)CCSc1nc(-c2ccco2)cc(C(F)(F)F)n1	4.4	14	1	0.8
O=C(COC(=O)c1ccccc1)Nc1ncc([N+](=O)[O-])s1	-0.4	46	-17	-0.3
CN(C)c1ccc(C2CC(c3ccccc3)=NN2c2nc(-c3ccccc3)c3cc(Cl)ccc3n2)cc1 (configuration not stated)	0.7	3	3	0.1
O=C(NCc1nnc(SCC(=O)N2CCc3ccccc32)o1)c1ccc(F)cc1	0.2	15	-4	0.2
O=C(O)c1ccc(C(=O)c2ccc3c(c2)C(=O)N(CCO)C3=O)cc1	0.2	-4	5	0.8
CCOC(=O)c1ccc(NCc2ccccc2OC)cc1	0.9	9	-11	0.0
COC(=O)c1c(NC(=O)COc2ccc(Cl)cc2)sc2c1C(C(=O)OC)CC2 (configuration not stated)	-0.9	4	5	-0.1
Cc1ccc(Cn2c(C)nc3ccccc32)cc1	0.5	-14	24	0.0

Six structures out of the list, arranged by number of heavy atoms, descending:
SMILES	GPR151 ag	MITF inh	TEAD-YAP block	FBW7 activator
COC(=O)c1ccccc1NC(=O)c1oc(=O)c2ccccc2c1-c1ccc(C)cc1	-1.7	4	-5	-0.1
O=C(NCc1nnc(SCC(=O)N2CCc3ccccc32)o1)c1ccc(F)cc1	0.2	15	-4	0.2
CCOc1ccc(C2CC(c3ccc(CC)cc3)Nc3nnnn32)cc1OC (configuration not stated)	0.4	1	14	0.3
COC(=O)Cc1c(C)nc2nc(NCc3ccc(Cl)cc3)[nH]n2c1=O	-0.1	7	10	-0.1
C=CCNC(=O)CCSc1nc(-c2ccco2)cc(C(F)(F)F)n1	4.4	14	1	0.8
O=C(COC(=O)c1ccccc1)Nc1ncc([N+](=O)[O-])s1	-0.4	46	-17	-0.3

The order is random; any-hit rate near 3.4%.
